Screens from PubChem BioAssay.
ALOX12 inh – ALOX12 (human) lipoxygenase inhibition; P18054; purified 12hLO, xylenol orange hydroperoxide absorbance; Potency, µM (doses to about 108 µM), inactives show at the top dose activity change, negative = inhibition, hits mostly inhibitors; actives 1.1% (n = 580,000)
Target sequence (P18054 whole entry, looked up): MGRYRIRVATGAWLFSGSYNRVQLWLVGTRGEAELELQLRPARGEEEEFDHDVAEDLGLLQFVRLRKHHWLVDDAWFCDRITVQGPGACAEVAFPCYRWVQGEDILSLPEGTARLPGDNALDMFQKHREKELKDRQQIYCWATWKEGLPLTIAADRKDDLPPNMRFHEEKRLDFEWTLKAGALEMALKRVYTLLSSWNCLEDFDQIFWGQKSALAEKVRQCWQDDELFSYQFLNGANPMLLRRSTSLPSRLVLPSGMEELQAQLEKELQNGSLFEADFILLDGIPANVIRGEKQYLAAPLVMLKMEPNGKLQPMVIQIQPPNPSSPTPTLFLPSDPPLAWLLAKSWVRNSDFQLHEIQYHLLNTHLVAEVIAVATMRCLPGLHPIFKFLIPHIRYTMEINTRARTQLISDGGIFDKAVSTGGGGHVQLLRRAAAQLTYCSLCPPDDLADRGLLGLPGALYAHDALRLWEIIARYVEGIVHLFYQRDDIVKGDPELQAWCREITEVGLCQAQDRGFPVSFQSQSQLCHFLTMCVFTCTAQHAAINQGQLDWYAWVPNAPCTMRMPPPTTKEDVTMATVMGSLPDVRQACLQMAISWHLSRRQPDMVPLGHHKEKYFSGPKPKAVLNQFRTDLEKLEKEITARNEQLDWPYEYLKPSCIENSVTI
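Purified human 12hLO at 150 nM in 25 mM Hepes, 0.01% Triton X-100, pH 7.0, preincubated 15 min at room temperature with compound. Reaction started with 40 uM arachidonic acid, 30 min at room temperature. Hydroperoxide measured by Fe-xylenol orange, 573/405 nm absorbance ratio.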
GLS inh – glutaminase GLS (human) inhibition. O94925. GLS enzymatic activity, qHTS titration. actives 0.21% (n = 410,000). AID 624170. Potency, µM (titrated, usually from 45.5 µM), inactives show top-dose activity change, negative = inhibition, hits mostly inhibitors
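Human kidney-isoform GLS in 45 mM KH2PO4 pH 8.2, 0.02% Tween-20, with compound, started with 1mM L-Glutamine (added stock). Glutamate oxidase/HRP/Amplex red coupled fluorescence read at start and after 30 min at RT.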
The depositor's hits bear a star; ? = inconclusive; [ ] = remark or other dose. Calls follow the shape of the dose curve; as a rule, active = well fitted inhibition curve with a large enough effect; inconclusive = small, poorly fitted or top-dose-only effect, or another doubt; inactive = no such curve, though single readings can be large or run the other way. % is scaled to controls: 0 for no effect and ±100 for the full control effect; potency is read from the fitted curve at half-maximal effect. Some of the compounds tested (hit frequency here may not be typical).

SMILES	ALOX12 inh	GLS inh
Cc1cc2nc(-c3ccc(F)cc3)c(Cc3ccsc3)n2c(C)c1Br	?	7%
COc1ccc(C(O)c2nc(-c3cccc(CO)c3)cs2)cc1 (stereo not drawn)	10%	3%
Cc1cc(Br)cn2c(Cc3ccsc3)c(C(C)(C)C)nc12	35µM*	-21%
COc1cc(CNc2ncnc3c2ncn3[C@H]2CN(CCN3CCOCC3)C[C@@H](CO)O2)cc(OC)c1OC	7%	8%
c1ccc(-c2ccc3nncn3c2)cc1	13%	0%
CCCCn1nnnc1C1(C)CCC(=O)N1CCc1ccccc1F (stereo not drawn)	26%	3%
Cc1cc(C(=O)N2CCC2(C)C(=O)NS(=O)(=O)c2cccc(Cl)c2)nn1C (stereo not drawn)	?	0%
CCc1nc2c(OCc3ccc(OC(F)F)cc3)cccn2c1N(C)C(=O)c1cccs1	-20%	1%
Cc1ccc(NC(=O)C2(C)CCCN(C(C)C)C2)cc1C (stereo not drawn)	11%	-6%
CC1(C(=O)NS(=O)(=O)c2ccc(C#N)cc2)CCN1C(=O)c1ccc(C2CCCCC2)cc1 (stereo not drawn)	?	5%
COCCNC(=O)C1(C)CCCN(Cc2csc3ccccc23)C1 (stereo not drawn)	-8%	-7%
COc1ccc(-c2cc(NC=O)c3ncc(-c4cccc(C(=O)NCCN(C)C)c4)n3c2)c(OC)c1	-4%	19%
Cc1cnc(CNC(=O)c2ccc3sc([C@@H]4O[C@H](CO)[C@H](O)[C@H](O)[C@H]4O)nc3c2)cn1	4%	0%
CC1(C(=O)NS(=O)(=O)c2ccc(Cl)cc2)CCN1C(=O)Cc1ccsc1 (stereo not drawn)	?	-2%
CC(C)C[C@H]1CN([C@@H](Cc2ccccc2)CN2CCCC2CN2C(=S)NC[C@@H]2Cc2ccccc2)C(=S)N1CC1CCCCC1 (stereo partly drawn)	?	23%

Entries listed so far that contain two or more sulfur atoms (2):
SMILES	ALOX12 inh	GLS inh
CC1(C(=O)NS(=O)(=O)c2ccc(Cl)cc2)CCN1C(=O)Cc1ccsc1 (stereo not drawn)	?	-2%
CC(C)C[C@H]1CN([C@@H](Cc2ccccc2)CN2CCCC2CN2C(=S)NC[C@@H]2Cc2ccccc2)C(=S)N1CC1CCCCC1 (stereo partly drawn)	?	23%

Next records follow.
SMILES	ALOX12 inh	GLS inh
CC1(Cc2ccccc2OC(F)(F)F)C(=O)Nc2ccc(-c3ccsc3)cc21 (stereo not drawn)	-11%	4%
CC1(C(=O)Nc2cccc3c2CCCC3)CCN1C(=O)C1(c2ccccc2)CC1 (stereo not drawn)	3%	2%
CCCCN(C)c1c(C)nc2ccc(C(=O)NCCCn3ccnc3)cn12	9%	23%
Cc1cccc(S(=O)(=O)NC(=O)C2(C)CCN2C(=O)c2ccccc2)c1 (stereo not drawn)	1%	11%
CC1(C(=O)NS(=O)(=O)c2ccc(Cl)s2)CCN1C(=O)C1(c2ccc(Cl)cc2)CCC1 (stereo not drawn)	?	23%
COc1cccc(Nc2nc(C(N)C(C)C)cs2)n1 (stereo not drawn)	10%	14%
C/C=C/c1cccc(-c2nc(C(=O)NC3CCCC3)cc3c2[C@@H](CCO)N(S(=O)C(C)(C)C)C3)c1 (stereo partly drawn)	?	-2%
COCCCNC(=O)c1csc([C@@H]2C[C@H](O)[C@@H](CO)O2)n1	21%	17%
COCCNC(=O)C1(C)CCCN(C(=O)c2cc(C)on2)C1 (stereo not drawn)	-14%	10%
Cc1ncccc1C(=O)N1CCCC(c2cc(C(=O)Nc3ccc(C(C)(C)C)cc3)no2)C1 (stereo not drawn)	0%	2%
COc1cc(Cl)ccc1OC1(C)CCN(Cc2ccc(SC)cc2)C1 (stereo not drawn)	?	19%
CN(C)C(=O)COC(=O)Cc1ccc(OC(=O)c2ccc(N=C(N)N)cc2)cc1	-11%[57.4 µM]	19%
CNc1cncc(-c2cccc(C(=O)NC3CC3)c2)n1	-8%	12%
COc1ccc(NC(=O)C2Cc3c(-c4cccc(C(N)=O)c4)ccnc3O2)cn1 (stereo not drawn)	9%	-2%
CC1(C(=O)NS(=O)(=O)Cc2cccc(Cl)c2)CCN1C(=O)Cc1ccc(Cl)cc1Cl (stereo not drawn)	-11%	7%
COc1cccc(-c2nc(-c3cccc(C)c3)nc3cc(Cl)ccc23)c1	-2%	4%
CCOC(=O)C1(C)CCCN(C(=O)CCc2ccccc2)C1 (stereo not drawn)	-1%	6%
CCCNC(=O)C1(C)CCN(Cc2cc(-c3ccccc3)on2)C1 (stereo not drawn)	-15%	4%
C=CCN(CC=C)Cc1cc(=O)oc2ccccc12	?	-2%
Cc1ccc(S(=O)(=O)N2C[C@H]3C(=O)C[C@@H](c4ccccc4)N(S(=O)(=O)c4ccc(C)cc4)[C@H]3C[C@H]2c2cccc(C)c2)cc1	4%	-19%
CCCOc1ccc(F)cc1-c1cc(C(=O)NCCOC)[nH]n1	-17%	-10%
COc1ccc(C(=O)N2CCCC(C)(C(=O)NS(=O)(=O)C3CC3)C2)cc1 (stereo not drawn)	-16%	1%
CCCCNC(=O)C[C@@H]1C[C@@]2(C(=O)OC)CCCCC=C2N(Cc2ccc(Cl)cc2Cl)C1=O	?	15%
Cc1ccc(C(=O)Nc2nc(C(N)C(C)C)cs2)cc1 (stereo not drawn)	8%	1%
CC1(C(=O)NS(=O)(=O)Cc2ccccc2)CCN1C(=O)Cc1ccccc1Cl (stereo not drawn)	1%	-11%
COc1cc(CNc2ncnc3c2ncn3[C@H]2CN(Cc3ccc(-c4ccccc4)cc3)C[C@@H](CO)O2)cc(OC)c1OC	2%	-2%
CC(C)CNC(=O)C1(C)CCCN1Cc1ccc(S(C)(=O)=O)cc1 (stereo not drawn)	-9%	4%
CCOC(=O)C1(C)CCCCCN1C(=O)c1ccco1 (stereo not drawn)	-16%	-6%
COc1ccc(CC(N)c2csc(Nc3ccc(C(C)=O)cc3)n2)cc1 (stereo not drawn)	0%	-4%
CCc1nc2ccc(C(=O)NCCc3c[nH]c4ccccc34)cn2c1N(C=O)CCC(C)C	-4%	13%
CC(C)n1c(=O)c2ccccc2n1Cc1cn(CCc2c[nH]c3ccccc23)nn1	-3%	12%
OC(c1ccc(F)cc1)c1ncc(-c2cccc3ccccc23)[nH]1 (stereo not drawn)	-21%	3%
C(=C\c1ccccc1)/CN1CCN(C(CCc2ccccc2)c2nnnn2C2CCCC2)CC1 (stereo not drawn)	-26%	2%
CCCCNC(=O)C1(C)CCN1Cc1cccc2c(OC)cc(C(=O)OCC)cc12 (stereo not drawn)	-11%	-2%
Nc1[nH]c(C(=O)c2ccccc2)c(-c2ccccc2C(F)(F)F)c1C(=O)c1cccs1	1%	-11%
O=C(NC1CCCCC1)C1c2ccccc2OCC(=O)N1Cc1ccc2c(c1)OCO2 (stereo not drawn)	-2%	3%
Cc1cccc(CN2[C@H](COC(=O)Nc3ccccc3)C=CS2(=O)=O)c1	8%	6%
COc1ccc(C(=O)N(C)[C@H]2C[C@H]3c4[nH]c5ccccc5c4CCN3C[C@H]2[C@H](C)O)cc1	0%	?
COc1ccc(NC(=O)c2cccc3c(-c4cnn(C)c4)coc23)cc1	?	9%
Cc1cc(C)c2cc(N)c(Cl)nc2n1	-6%	?
COC(=O)c1ccc2nc(-c3ccc(F)cc3)c(Cc3ccc(C)cc3)n2c1	?	3%
Cc1cc(Br)cn2c(Cc3ccsc3)c(-c3cccc(Br)c3)nc12	0%	-3%
CC(C)(C)c1ccc(CC(=O)N2CCC2(C)C(=O)NS(=O)(=O)c2ccccc2C(F)(F)F)cc1 (stereo not drawn)	-11%	-4%
CCc1nc2ccc(C(=O)N3CCN(C(C)=O)CC3)cn2c1N(C=O)Cc1ccc(OC)cc1	-5%	-21%
CC1(C(=O)NS(=O)(=O)C2CC2)CCN(C(=O)c2ccccc2OC(F)(F)F)C1 (stereo not drawn)	-17%	8%
Cc1ccsc1C(=O)N1CCC1(C)C(=O)NS(=O)(=O)c1ccc(C#N)cc1 (stereo not drawn)	-16%	6%
COc1ccccc1CCn1cnc(Cc2cccc(F)c2)c1C(C)C	-55%	8%
CCC(c1nnnn1-c1ccc2c(c1)OCCO2)N1CCN(Cc2c(F)cccc2Cl)CC1 (stereo not drawn)	?	0%
Cn1c(=O)c2cc(NC(=O)NCc3ccc(F)cc3)ccc2n1C/C=C/c1ccccc1	-15%	-5%
O=[N+]([O-])c1ccc(CN2[C@H](COCc3ccccc3)[C@@H](N3CCCC3)CS2(=O)=O)cc1	?	-3%
CCCCCc1c(-c2ccc(F)cc2)ncn1CCc1ccccc1OC	-39%	2%
NC(c1csc(NC(=O)Nc2ccc(OC(F)(F)F)cc2)n1)C1CCCCC1 (stereo not drawn)	?	5%
O=C(NCc1cccnc1)c1cc(C2CCCN(C(=O)CCCc3ccccc3)C2)on1 (stereo not drawn)	-2%	-1%
C#CCNC(=O)C[C@@H]1C[C@@]2(C(=O)OC)CCCCC=C2N(Cc2ccc(Cl)cc2Cl)C1=O	0%	1%
COc1cccc(C(O)c2nc(-c3ccc(Cl)cc3)cs2)c1 (stereo not drawn)	?	1%
CCOC(=O)c1cc(-c2ccc(N3C(c4ccsc4)=Cc4ccccc4C3CC(C)=O)cc2)cc([N+](=O)[O-])c1 (stereo not drawn)	-12%	-10%
COc1ccc(C(C)(O)c2nc(-c3cncnc3)cs2)cc1 (stereo not drawn)	-11%	-10%
CCC(c1nc2ccccc2[nH]1)N(C(=O)C1=NNC(=O)CC1)c1ccccc1 (stereo not drawn)	0%	1%
CCC(C)[C@H]1CNC(=O)C(=O)N1CCc1cccc(F)c1 (stereo partly drawn)	-4%	-12%
COc1ccc(NC(=O)C2(C)Cc3c(-c4cccc(C(F)(F)F)c4)ccnc3O2)cc1OC (stereo not drawn)	-2%	-6%

Printed as active in ALOX12 inh, among the entries above:
SMILES	ALOX12 inh	GLS inh
Cc1cc(Br)cn2c(Cc3ccsc3)c(C(C)(C)C)nc12	35µM*	-21%

The listing continues:
SMILES	ALOX12 inh	GLS inh
Cc1ccc(C(O)c2ncc(-c3ccccc3)[nH]2)c(C)c1 (stereo not drawn)	0%	5%
CC(C)n1c(=O)c2ccccc2n1CC(=O)N1CCOCC1	1%	10%
C(=C\c1ccccc1)/CN1CCN(C(c2ccnc3ccccc23)c2nnnn2C2CCCC2)CC1 (stereo not drawn)	?	1%
CN1CCN(C2CN(Cc3cn(Cc4cccc(C(F)(F)F)c4)nn3)S(=O)(=O)C2)CC1 (stereo not drawn)	?	14%
O=S1(=O)C[C@H](N2CCN(CCO)CC2)[C@@H](COCc2ccccc2)N1	-12%	4%
Cc1cc(Br)cn2c(CC(C)(C)C)c(C3CCCCC3)nc12	-5%	8%
O=C(NC(c1ccc(F)cc1)c1ccc2ccccc2n1)C1CCN(CCOc2ccc(Cl)cc2Cl)CC1 (stereo not drawn)	?	16%
O=C(Nc1ccc(F)c(Cl)c1)c1cc(C2CCCCN2C(=O)CCCc2ccccc2)on1 (stereo not drawn)	2%	17%
COc1cccc(CNc2nc3cc(-c4ccc(C(=O)N5CCN(C)CC5)cc4)sc3c(=O)n2C)c1	?	0%
C=C1C(=O)[C@]23C[C@H]1CCC2[C@@]1(C)C(C[C@@H]3O)[C@](C)(C(=O)O)C[C@H](O)[C@@H]1O (stereo partly drawn)	20%	-6%
CCc1nc2ccc(C(=O)NCc3cccs3)cn2c1N(CC)CCN(C)C	3%	26%
CC(=O)Nc1ccc(C(=O)N2CCOCC2c2cc(C(=O)NCc3ccccc3)no2)cc1 (stereo not drawn)	-24%	-1%
Fc1ccc(-c2nc3ccc(Cl)cn3c2Cc2cccc(F)c2)cc1	-20%	7%
O=C(Nc1nc(OCC(F)(F)F)cnc1/C=C\c1ccccc1)c1ccsc1	?	6%
Cc1noc(C)c1C(=O)N1CCC1(C)C(=O)NS(=O)(=O)c1ccccc1Cl (stereo not drawn)	?	-5%
Cn1c2c(c(=O)n(C)c1=O)CN(Cc1ccccc1)CN2	1%	13%
CCOC(=O)[C@]12CCC=C1N(Cc1ccc3c(c1)OCO3)C(=O)[C@H](CC(=O)NCc1ccc(C)o1)C2	?	?
CCCCCCCCCCCCCCCCCCCCCCO	?	-10%
O=C(Nc1nnc([C@H]2C[C@H](O)[C@@H](CO)O2)s1)c1cccc(Oc2ccccc2)c1	1%	-16%
CCCC(=O)N1CCC1(C)C(=O)NCc1ccc(SC)cc1 (stereo not drawn)	11%	4%

Compound profiles, from the list above. Order of screens: ALOX12 inh, GLS inh
`CCCCCCCCCCCCCCCCCCCCCCO` in the list: ?, -10%
`CCCC(=O)N1CCC1(C)C(=O)NCc1ccc(SC)cc1` (stereo not drawn) in the list: 11%, 4%
`CCOC(=O)[C@]12CCC=C1N(Cc1ccc3c(c1)OCO3)C(=O)[C@H](CC(=O)NCc1ccc(C)o1)C2` in the list: ?, ?

By substructure, the entries above with a tert-butyl group
SMILES	ALOX12 inh	GLS inh
Cc1cc(Br)cn2c(Cc3ccsc3)c(C(C)(C)C)nc12	35µM*	-21%
C/C=C/c1cccc(-c2nc(C(=O)NC3CCCC3)cc3c2[C@@H](CCO)N(S(=O)C(C)(C)C)C3)c1 (stereo partly drawn)	?	-2%
Cc1ncccc1C(=O)N1CCCC(c2cc(C(=O)Nc3ccc(C(C)(C)C)cc3)no2)C1 (stereo not drawn)	0%	2%
CC(C)(C)c1ccc(CC(=O)N2CCC2(C)C(=O)NS(=O)(=O)c2ccccc2C(F)(F)F)cc1 (stereo not drawn)	-11%	-4%
Cc1cc(Br)cn2c(CC(C)(C)C)c(C3CCCCC3)nc12	-5%	8%
